Source: PubChem (The Scripps Research Institute Molecular Screening Center)
M1 ag = activates human CHRM1 receptor; P11229; CHO-K1 hM1, Fluo-8 calcium fluorescence, agonist mode; 0% DMSO, 100% acetylcholine EC100; activation, % at 3 µM; 360,000 compounds, 0.33% hits;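 active means activation above the run's mean compound activation plus 3 SD, cut at about 16% in these data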;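 further: peak over basal fluorescence ratio within a 140 s kinetic read after compound addition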
V1aR counter = V1a receptor agonism, counter-screen for OXTR agonists. P37288. CHO-V1R cells, Fluo-8 calcium fluorescence, agonist mode; 0% DMSO, 100% 3 nM vasopressin. activation, % at 3 µM. 320,000 compounds, 0.25% hits;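 active means activation above the mean activation of all tested compounds plus 3 SD, per screening run, cut at about 20% in these data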;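 further: signal is peak over basal fluorescence ratio across a 100 second FLIPR read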
Target sequence (P37288 whole entry, looked up): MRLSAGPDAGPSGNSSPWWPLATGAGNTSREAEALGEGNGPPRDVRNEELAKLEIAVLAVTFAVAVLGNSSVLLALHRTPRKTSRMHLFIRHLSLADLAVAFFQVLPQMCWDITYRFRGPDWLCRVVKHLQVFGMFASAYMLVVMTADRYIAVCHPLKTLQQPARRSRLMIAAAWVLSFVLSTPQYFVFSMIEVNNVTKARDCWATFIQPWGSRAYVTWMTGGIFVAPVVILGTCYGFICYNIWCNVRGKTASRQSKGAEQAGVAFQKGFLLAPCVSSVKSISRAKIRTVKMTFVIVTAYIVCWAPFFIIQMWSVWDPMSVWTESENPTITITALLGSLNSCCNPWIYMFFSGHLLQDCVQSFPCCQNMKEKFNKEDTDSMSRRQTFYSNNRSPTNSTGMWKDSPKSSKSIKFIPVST
OXTR potentiator = human OXTR potentiation; P30559; CHO-OTR cells, Fluo-8 calcium fluorescence, potentiator mode; 0% = oxytocin EC15, 100% = EC100; activation, % at 3 µM; 320,000 compounds, 0.061% hits;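 active means activation above that plate's cutoff, the mean activation of tested compounds plus 3 SD, cut at about 6.6% in these data, passing the limit was not always enough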;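 further: 100% uses oxytocin at 75 nM as the full agonist control; some results filed as inactive read as strong as hits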
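Material: human OTR in CHO cells. Compound: 3.0 µM, one dose. Timing: compound 6 min at room temperature before oxytocin, 100 s read. Evaluation: % activation of max/min ratio relative to oxytocin controls. Replication: single well per compound, singlicate. Signal: Fluo-8 calcium dye fluorescence.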
TAAR1 ag = agonists of human TAAR1; AID 624467; activation, % at 3 µM; 360,000 compounds, 0.99% hits; CHO RD-HGA16 TAAR1, Fluo-8 calcium fluorescence; vehicle wells 0%, saturating PEA agonist 100%;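 active means activation above the mean activation of all test compounds in the run plus 3 SD, cut at about 38% in these data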
Target sequence (Q96RJ0 whole entry, looked up): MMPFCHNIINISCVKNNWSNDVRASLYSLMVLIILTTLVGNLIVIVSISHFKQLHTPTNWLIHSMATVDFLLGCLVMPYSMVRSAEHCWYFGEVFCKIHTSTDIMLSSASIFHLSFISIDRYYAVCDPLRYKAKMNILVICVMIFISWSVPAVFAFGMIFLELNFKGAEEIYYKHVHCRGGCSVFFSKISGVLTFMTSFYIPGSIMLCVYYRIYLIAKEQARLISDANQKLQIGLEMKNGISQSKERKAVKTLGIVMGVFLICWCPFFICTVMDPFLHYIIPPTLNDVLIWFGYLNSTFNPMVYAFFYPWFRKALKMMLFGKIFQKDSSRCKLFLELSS
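Repeats: no replicates (n 1) | Material: CHO-derived RD-HGA16 cells with stable Gα16 and human TAAR1 | Technique: Kinetic Fluo-8 calcium fluorescence | Schedule: 17-24 h seeding, 75 min 37 °C dye, 30 min RT | Evaluation: % activation from peak over basal fluorescence ratio, DMSO-to-PEA scaled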
CHO-K1 Ca PAM = counter-screen for M1 PAMs: effect in parental CHO-K1 cells. ATP EC20, Fluo-8 calcium fluorescence; 0% at ATP EC20, 100% at ATP max. activation, % at 3 µM. 360,000 compounds, 0.02% hits;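 active means activation above the run cutoff, the mean activation of all test compounds plus 3 SD, cut at about 40% in these data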;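 further: peak over basal fluorescence ratio in a 140 s read after ATP addition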
M1 ag parental = M1 agonist counterscreen hit in parental CHO-K1 cells. 360,000 compounds, 0.48% hits. activation, % at 3 µM. AID 602248. Fluo-8 calcium fluorescence; scaled to maximal ATP response, vehicle zero; in the data active means activation above about 15%;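 further: untransfected CHO-K1 host cells lacking M1 receptor as counterscreen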
TAAR1 antag = antagonists of human TAAR1; Q96RJ0; CHO RD-HGA16 TAAR1, Fluo-8 calcium fluorescence, antagonist; inhibition, % at 3 µM; 360,000 compounds, 1.5% hits;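 active means inhibition above a per-plate cutoff, the mean inhibition of test compounds on that plate plus 3 SD, cut at about 49% in these data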;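 further: 0% = DMSO plus EC80 beta-PEA response and 100% = DMSO alone without agonist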
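Test system: hTAAR1-expressing CHO RD-HGA16 cells, Gα16-coupled; Probe or stimulus: EC80 β-phenethylamine stimulus; Compound dosing: single nominal final test compound concentration of 3 µM; Timing: 140 s kinetic read after compound, 140 s after agonist; Signal: Fluo-8 calcium-sensitive fluorescence; Measure: % inhibition of agonist calcium response; Controls: DMSO and EC80 PEA controls.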
CHO-K1 Ca antag = M1 antagonist counterscreen hit in parental CHO-K1 cells | inhibition, % at 3 µM | AID 602250 | ATP-induced calcium, Fluo-8 fluorescence | 360,000 compounds, 0.6% hits;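 active means inhibition above a per-plate cutoff, the plate's mean sample inhibition plus 3 SD, cut at about 24% in these data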;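 further: 0% = DMSO plus EC80 ATP and 100% = DMSO alone without ATP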
CHO parental Ca = counter-screen for OX1R antagonists: effect in parental CHO cells | parental CHO-K1, ATP-induced calcium, Fluo-8 fluorescence | inhibition, % at 5.6 µM | 330,000 compounds, 0.63% hits;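 active means inhibition above that plate's mean sample inhibition plus 3 SD, cut at about 26% in these data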;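 further: 0% = ATP-challenged DMSO wells and 100% = DMSO wells without ATP; some compounds past the cut are filed as inactive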
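material = parental CHO cells | also added = ATP as calcium-mobilizing challenge | dosing = single point at 5.6 µM | detection = intracellular calcium via Fluo-8 no-wash fluorescent dye | read-out = % inhibition | benchmarks = low control ATP plus DMSO, high control DMSO only | repeats = one well per compound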
Active calls of the source: *; . = not tested or not shown.

molecule | M1 ag | V1aR counter | OXTR potentiator | TAAR1 ag | CHO-K1 Ca PAM | M1 ag parental | TAAR1 antag | CHO-K1 Ca antag | CHO parental Ca
O=C(COC(=O)c1cccc(C(F)(F)F)c1)NCc1ccccc1 | -8 | 1.2 | -1 | 2 | 21 | 2.6 | -17 | -14 | 49*
CN(Cc1ccccc1)C(=O)C1CCCN(Cc2ccc(Cl)cc2)C1 (configuration not stated) | -5 | 0.1 | -20 | 5 | 19 | 3.6 | -8 | -4 | -35
CC1=CC(C)(C)Nc2ccc(OC(=O)CN3C(=O)CCC3=O)cc21 | -5 | 0.2 | -7 | 0 | 13 | 1.4 | 1 | -3 | -1
Cc1cc(C(=O)Nc2cc(S(C)(=O)=O)ccc2Cl)c(C)o1 | 0 | 0.2 | 4 | 4 | 2 | 0.0 | 1 | -4 | 1
O=C(OCCCc1cc2ccccc2c(=O)o1)c1ccccc1C(F)(F)F | -3 | 0.2 | -2 | 4 | 1 | 3.2 | 35 | 1 | -11
COc1cc(/C=N/Nc2ccc([N+](=O)[O-])cn2)cc(OC)c1O | -4 | . | . | 2 | -28 | 0.7 | -16 | -2 | .
COCCNC(=O)COc1cccc(Oc2ccccc2)c1 | -4 | 0.4 | 3 | 2 | 18 | 3.5 | 2 | -5 | -7
O=C1NC2(Nc3ccccc31)C(=O)Nc1ccccc12 (configuration not stated) | -2 | -1.4 | -13 | 14 | 20 | 1.9 | 22 | -4 | -25
O=C(CCCSCCCC(=O)NN=Cc1ccccc1)NN=Cc1ccccc1 | 1 | . | . | 22 | 12 | 0.5 | 66* | -10 | .
O=C(Nc1ccc(Cl)cc1)c1ccc(OC2CSC2)cc1 | -3 | -0.1 | -13 | 1 | -11 | 0.8 | 4 | -4 | -3
N#Cc1cccc(-c2cn(S(=O)(=O)c3ccc(Cl)cc3)nc2N)c1 | 0 | 1.9 | -16 | 13 | 20 | 0.8 | 9 | -19 | -17
O=C(N/N=C/c1ccc[nH]1)c1sc2ccccc2c1Cl | 0 | 4.9 | -7 | -2 | -7 | 4.2 | 0 | 10 | -17
CCN(CC)S(=O)(=O)c1cc(NC(=O)C2CSC3(C)CCC(=O)N23)ccc1C (configuration not stated) | -2 | -0.1 | -7 | 0 | 6 | 0.9 | 4 | -14 | -2
Cc1cccc(NCc2ccc(Br)cc2)n1 | -9 | -1.3 | -16 | -2 | 18 | 0.5 | 0 | -16 | 0
CCOc1ccc(/C=C/C(=O)Nc2ccc(C(N)=O)cc2)cc1OC | -2 | 1.0 | -8 | 4 | 21 | 2.6 | 6 | -6 | -3
O=C(CCN1CCCC1)Nc1cccc(Br)c1 | -5 | 0.4 | -4 | 5 | 13 | 0.3 | -2 | 0 | 8
OCCNc1cc(Cl)ncn1 | -2 | 0.1 | 5 | 2 | -2 | 2.0 | -7 | -3 | -1
Cc1ccc(S(=O)(=O)n2ccc3c(OCCOCCSCC(NC(=O)OC(C)(C)C)C(=O)O)cccc32)cc1 (configuration not stated) | -4 | 0.5 | -10 | 2 | -2 | -0.6 | 12 | 12 | -2
O=C(CCC1CCCN(Cc2cccc(Cl)c2)C1)NCc1ccccc1F (configuration not stated) | -7 | -0.9 | 11 | 0 | 25 | 1.1 | -17 | -21 | -23
Cc1cc(C)nc(NNS(=O)(=O)c2ccc(Cl)cc2)n1 | -6 | 1.2 | -8 | 0 | 25 | 1.8 | -12 | -18 | -6
O=C(COC(=O)c1cccc(-n2cnnn2)c1)c1ccccc1 | -1 | 2.2 | -6 | 4 | -8 | 4.0 | 1 | -14 | -18
N=c1oc2ccccc2cc1-c1nc(-c2ccccc2)cs1 | -6 | 0.9 | 10 | 4 | 4 | 0.4 | 2 | -9 | -21
CC(=O)Nc1ccc(NC(=O)c2ccnn2C)cc1 | -1 | 0.0 | -8 | 2 | 4 | 3.1 | -23 | 0 | -31
CC(=O)C[C@H](O)CC(=O)[C@H]1OC(=O)CCCCCCCc2ccccc21 | -12 | 0.1 | -5 | -1 | -7 | 0.1 | 6 | 5 | -17

Not a retest: an excerpt of the list.
molecule | M1 ag | V1aR counter | OXTR potentiator | TAAR1 ag | CHO-K1 Ca PAM | M1 ag parental | TAAR1 antag | CHO-K1 Ca antag | CHO parental Ca
O=C(COC(=O)c1cccc(-n2cnnn2)c1)c1ccccc1 | -1 | 2.2 | -6 | 4 | -8 | 4.0 | 1 | -14 | -18
N=c1oc2ccccc2cc1-c1nc(-c2ccccc2)cs1 | -6 | 0.9 | 10 | 4 | 4 | 0.4 | 2 | -9 | -21
CC(=O)Nc1ccc(NC(=O)c2ccnn2C)cc1 | -1 | 0.0 | -8 | 2 | 4 | 3.1 | -23 | 0 | -31
CC(=O)C[C@H](O)CC(=O)[C@H]1OC(=O)CCCCCCCc2ccccc21 | -12 | 0.1 | -5 | -1 | -7 | 0.1 | 6 | 5 | -17

(more compounds)
molecule | M1 ag | V1aR counter | OXTR potentiator | TAAR1 ag | CHO-K1 Ca PAM | M1 ag parental | TAAR1 antag | CHO-K1 Ca antag | CHO parental Ca
Cc1cc(-n2c(C)cc(C(=O)CSc3nc4ccccc4c(=O)n3Cc3ccco3)c2C)no1 | 0 | 1.0 | -1 | 0 | 12 | 0.2 | 5 | -7 | -17
CCOC(=O)Cc1csc(SC(C)C(=O)Nc2ccc(NC(C)=O)cc2)n1 (configuration not stated) | -2 | 1.1 | 4 | 10 | 12 | 0.4 | 10 | -6 | -6
COc1ccc2[nH]c(=O)c(CNc3cc(C)ccc3C)cc2c1 | -4 | 4.9 | -5 | 7 | -15 | 0.4 | -26 | -7 | -6
CCOC(=O)COc1ccc(/C=C2\NC(=S)N(CC)C2=O)cc1 | 2 | 9.3 | -15 | 16 | 6 | 1.6 | -2 | 1 | 0
CC(C)(C)C(=O)C(CO)(Oc1ccc(Cl)cc1)n1cncn1 (configuration not stated) | -4 | 1.1 | -4 | 3 | 13 | 0.2 | 3 | -2 | -14
O=C(CNS(=O)(=O)c1ccc(Br)cc1)N1CCOCC1 | -4 | 0.4 | -11 | 5 | 14 | 0.9 | 7 | -1 | -5
Nn1c(SCC(=O)NC(=O)NCc2ccccc2)nnc1C1CC1 | 0 | 0.1 | -4 | 0 | -8 | 0.0 | -19 | -12 | -6
c1ccc(Cn2nnc3c(N4CCc5ccccc54)ncnc32)cc1 | -3 | 0.9 | -6 | 4 | 18 | 0.7 | 2 | -3 | 13
Cc1nc2c(C(=O)NCc3ccc4c(c3)OCO4)cnn2c(C)c1Cc1ccc(F)cc1Cl | -1 | 0.4 | 1 | 8 | 1 | -0.5 | 7 | -33 | -22
CCOc1ccc(CCNC(=O)C2CC(C)=CCC2C(=O)O)cc1OCC (configuration not stated) | -5 | 0.5 | -17 | 0 | 20 | 0.4 | -8 | -10 | -5
CCOC(=O)c1[nH]c2cc3c(cc2c1CCCN1C(=O)c2ccccc2C1=O)OCCO3 | -7 | -0.1 | -2 | 8 | 14 | 0.2 | -7 | -5 | -3
CCOc1cc(C(=O)N=c2sccn2C)ccc1OC(F)F | -4 | -0.7 | -11 | 0 | 18 | 0.0 | -26 | -15 | -8
O=C(/C=C/Nc1ccc(Br)cc1F)c1ccco1 | -6 | -0.6 | 2 | 0 | -4 | -0.3 | 2 | 0 | -16
C[C@@H]1CN([C@H](C)CO)C(=O)c2cc(/C=C/c3ccccc3)cnc2O[C@H]1CN(C)C(=O)NC1CCCCC1 | -5 | . | . | 3 | 16 | 3.5 | 14 | -14 | .
CC1=C(C(=O)Nc2ccccc2)C2(CCCCC2)C(C(N)=O)C(=S)N1 (configuration not stated) | -7 | -0.5 | -10 | 1 | -12 | 3.3 | 11 | 2 | -9
O=C1CC(c2ccccc2)CC(O)=C1C=Nc1ccccc1 (configuration not stated) | -11 | 0.8 | -11 | 5 | 24 | 2.0 | 11 | -7 | -10
NC(=O)C1CCN(C(=O)c2ccc(F)c(S(=O)(=O)N3CCOCC3)c2)CC1 | -3 | 0.6 | -3 | -2 | 8 | 0.3 | 7 | -12 | -2
Cc1c(C)n(CCN(C)C)c2ncnc(NCc3ccccc3)c12 | -8 | 0.4 | -13 | 8 | 21 | -0.4 | -6 | -11 | -11
S=c1nc[nH]c2c1ncn2-c1ccccc1 | -2 | . | . | 1 | 10 | 0.9 | -3 | -12 | .
O=C(Cn1nnc2ccccc2c1=O)N[C@@H](Cc1c[nH]c2ccccc12)C(=O)O | -6 | 0.1 | -13 | 5 | 16 | 1.1 | -12 | -9 | -8
O=C(CSc1nnc(CCCN2C(=O)c3cccc4cccc(c34)C2=O)n1-c1ccccc1)NCCCO | -7 | 0.4 | -6 | 0 | 13 | 12 | 4 | 4 | -7
COc1ccccc1C(=O)Oc1cc(C)[nH]c(=O)c1[N+](=O)[O-] | -4 | -0.1 | -10 | 6 | -12 | -0.6 | 17 | 17 | 3
CCN1CCN(CCn2c(=S)[nH]c3ccccc3c2=O)CC1 | -6 | 0.6 | -6 | 4 | 11 | 0.2 | -5 | -5 | -6
CCOC(=O)COn1c(=O)c(-c2ccc(Cl)cc2)[n+]([O-])c2ccccc21 | 2 | . | . | 9 | -10 | 0.2 | -7 | 0 | .
O=C(COC(=O)C1CCCCC1)Nc1cccc(F)c1 | 4 | -0.3 | 0 | 1 | 16 | 0.6 | -12 | -13 | -9
COc1ccc(C(CNC(=O)c2cc3ccccc3cc2OC)N2CCCC2)cc1 (configuration not stated) | -4 | 0.7 | 1 | 9 | 22 | 2.4 | -4 | -9 | -8
CCOc1ccccc1NC(=O)c1ccc2c(c1)C(=O)N(C(C)(C)C)C2=O | -3 | -0.1 | -6 | -1 | 11 | -0.1 | -1 | -2 | -20
CCOC(=O)C(CCCCOc1cccc(CC)c1)C(=O)OCC | -4 | 0.1 | -3 | 5 | 20 | 0.3 | 20 | -4 | -5
CCOC(=O)C1CCCN(C(=O)COC(=O)c2ccc(C#N)cc2)C1 (configuration not stated) | -6 | -0.2 | -9 | 1 | 11 | 0.1 | 5 | -1 | 1
CC(/C=N/NC(=O)c1cccs1)=C\c1ccccc1 | 9 | -0.6 | -16 | 13 | 8 | -0.1 | 21 | 10 | -13
